# MT stabilize HCS – microtubule stabilizers in HeLa cells; HeLa tubulin immunostaining HCS, 24 h; share of cells brighter than vehicle mean+2SD; % tubulin-high responders, % at 10 µM; 200,000 tested, 0.83% active; AID 2205;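 active means plate Z-score above 3 for both tubulin-high and condensed-nucleus cell shares, with cell loss under 80%, at 10 µM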;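 further: anti alpha tubulin signal scored within the nucleus-defined area of each cell; some results filed as inactive read as strong as hits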
# b-catenin transl – beta-catenin nuclear translocation modulation. HeLa beta-catenin nuclear translocation, immunofluorescence imaging. 190,000 tested, 0.3% active. nuclear translocation activity, % at 5 µM;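 active means nuclear translocation activity above 50% at 5 µM, with a well cell count of 50 or more; inconclusive means wells under 50 cells across six images, flagged as toxic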;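 further: per-cell ratio of nuclear to cytoplasmic median beta-catenin stain intensity; plate controls were DMSO negative control for no effect and GSK-3 inhibitor IX positive control for full effect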
#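 Test system: HeLa cells, endogenous beta-catenin; Compound: single 5 µM dose plus 0.02–20 µM confirmation series; Times: compound exposure 24 h at 37°C; Signal: fluorescence imaging of beta-catenin antibody stain plus DAPI; Read-out: % activation, nuclear-to-cytoplasmic median beta-catenin signal ratio per cell.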
# Autophagy HCS – autophagy modulation, high-content screen; MEF GFP-LC3 puncta imaging; test concentration mostly 10 µM; calls only at 10 µM (by protocol); 190,000 tested, 0.98% active;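 active means percentage of spot-positive cells more than 3 SD above its plate mean, without a fluorescence outlier flag or 80% toxicity; inconclusive means no clear call, values can overlap the other calls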;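 further: spot-positive cell cutoff set from DMSO-treated cells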
# T cell modulator – T cell immune modulators affecting CD8 T cell-vesicle binding. calls only at 7 µM. 2C CD8+ T cell-vesicle binding, flow cytometry; active compounds read low. AID 2052. 330,000 tested, 0.068% active;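 active means response, share of CD8 T cells binding vesicles, and their 90th percentile fluorescence all below set limits, cut at about 80% in these data, passing the limit was not always enough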
#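 System: murine 2C transgenic CD8+ T lymphocytes; also added: QL9-loaded Drosophila micro-vesicles; times: binding 1.5 h at 37 °C; measured by: flow cytometry, PE anti-B7-1 (FL2) versus Alexa647 anti-CD8 (FL8), PFA-fixed; control set: Peptide-free naked vesicles (low) and QL9 vesicles with 0.7% DMSO vehicle (high)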
# Salmonella PhoP GFP – PhoP-dependent GFP reporter repression – Salmonella Typhimurium, primary screen (AID 1863); S. Typhimurium PhoP-regulated promoter GFP reporter, 4 h; higher % means a stronger effect; inhibition, % at 50 µM, or IC50 in µM where a hit was titrated; 300,000 tested, 0.16% active;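 active means inhibition over 29.93%, a cutoff 3 SD above the screen mean, later confirmed by dose response; inconclusive means inhibition over 29.93% but no dose response follow-up; inactive means inhibition at most 29.93% or unconfirmed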;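 further: 0% = low Mg2+ inducing control and 100% = high Mg2+ repressing control; strong numbers were not always called active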
# CSM14.1 death rescue – protection against thapsigargin-triggered cell killing – 384-well, CSM14.1, ATP luminescence, primary screen (AID 1222); CSM14.1 thapsigargin-induced death rescue, ATP luminescence; higher % means a stronger effect; cellular ATP content (survival), % at 20 µM, or EC50 in µM where a hit was titrated; 190,000 tested, under 10 active;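 active means EC50 below 50 µM in the dose-response confirmation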;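 further: death triggered by thapsigargin at about 15 µM added after 2 h compound pretreatment; cell ATP read after overnight thapsigargin exposure of roughly 18 to 22 hours; normalized against plate controls of thapsigargin alone and 5% DMSO vehicle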
# Lipid droplet – modulators of hepatic lipid droplet formation; AML12 mouse hepatocytes, oleate lipid droplets, BODIPY imaging; inhibition, % at 6.5 µM; 240,000 tested, 0.4% active; AID 1656;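 active means lipid droplet intensity inhibited by at least 50%, with more than 500 cells counted; inconclusive means wells with under 300 cells, treated as cytotoxic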
#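 System: AML12 hepatocytes (mouse). Probe or stimulus: oleic acid at 100 µM to induce lipid droplet formation. Times: overnight treatment with compound plus oleate. Detection: Image-based BODIPY and DAPI two-channel analysis. Evaluation: percent inhibition of filter-corrected integrated lipid droplet intensity per well.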
# Dynein cargo inh – blocks dynein driven cargo transport along microtubules. AID 1381. z-score, hits read low. 220,000 tested, 0.47% active. 3617.4 mouse cells, GR-EGFP nuclear translocation imaging; test concentration mostly 20 µM; stimulated with dexamethasone, 1 µM; active compounds read low;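 active means plate z-score of nuclear minus cytoplasmic receptor signal below a set negative limit, without overly bright fluorescence or cell loss, cut at about -3.5 in these data, passing the limit was not always enough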;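 further: z-score of nuclear minus cytoplasmic ring GR-EGFP intensity difference per well; some compounds called inactive have numbers as strong as hits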
#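 medium = tetracycline-free induction medium containing charcoal-stripped FBS | probe or stimulus = dexamethasone, 1.0 µM final | timing = 48 h induction, then 1 h compound, then 30 min agonist, 37 °C | detection = automated 10x imaging of fixed Hoechst-stained cells | read-out basis = nuclear versus cytoplasmic GR-EGFP signal, averaged per well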
# Insulin prom up – MIN6 insulin promoter up-regulation; 190,000 tested, 0.3% active; MIN6 insulin promoter-GFP reporter, high-content imaging; active compounds read high; z-score at 5 µM; AID 1625;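 active means z-score above 3 at 5 µM with at least 500 cells counted in the well; inconclusive means wells under 500 cells, flagged as cytotoxic or low count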
# Dynein cargo inh cytoplasmic EGFP – also measured in Dynein cargo inh; calls as there; z-score; measured here: cytoplasmic GR-EGFP intensity; active compounds read high
# Dynein cargo inh nuclear GR-EGFP – second read-out of Dynein cargo inh, no call of its own (marks repeat the call); z-score; measured here: nuclear GR-EGFP intensity;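 lower value marks the stronger effect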
# Dynein cargo inh cell count – recorded beside Dynein cargo inh, whose call it bears; z-score; measured here: cell count per field
# Insulin prom up cell count – also measured in Insulin prom up; calls as there; cell count; measured here: cytotoxicity, nuclei count;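 total cells summed across four imaged fields per well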
# Lipid droplet cells 6.5 µM – further read-out of Lipid droplet, marked with its call; cell count; measured here: cell count, cytotoxicity flag;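 cells counted across two imaged fields per well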
# b-catenin transl cell count 5 µM – further read-out of b-catenin transl, marked with its call; cell count; measured here: cell count, cytotoxicity flag
# T cell modulator vesicle-bound % – second read-out of T cell modulator, no call of its own (marks repeat the call); double positive events, %; measured here: CD8+ vesicle-bound cell fraction;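 binding gate set so that unloaded-vesicle control wells show 10% double positive cells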
# MT stabilize HCS Hoechst-high % – second read-out of MT stabilize HCS, no call of its own (marks repeat the call); % Hoechst-high responders; measured here: nuclear condensation Hoechst responders;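 share of cells brighter than vehicle mean plus two SD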
# MT stabilize HCS cytotoxicity % – second read-out of MT stabilize HCS, no call of its own (marks repeat the call); toxicity, %; measured here: cytotoxicity by cell density;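 0% = mean cell density of plate MIN control wells and 100% = no cells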
# Autophagy HCS cell loss 18 h – further read-out of Autophagy HCS, marked with its call; toxicity, %; measured here: cell loss, nuclei count;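 cell loss after 18 h compound exposure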
# Starred values were filed as active, the others as inactive; i = inactive; ? = inconclusive; nt = no result given.
SMILES,MT stabilize HCS,MT stabilize HCS Hoechst-high %,MT stabilize HCS cytotoxicity %,b-catenin transl,b-catenin transl cell count 5 µM,Autophagy HCS,Autophagy HCS cell loss 18 h,T cell modulator,T cell modulator vesicle-bound %,Salmonella PhoP GFP,CSM14.1 death rescue,Lipid droplet,Lipid droplet cells 6.5 µM,Dynein cargo inh,Dynein cargo inh cytoplasmic EGFP,Dynein cargo inh nuclear GR-EGFP,Dynein cargo inh cell count,Insulin prom up,Insulin prom up cell count
Cc1cc(N)n(-c2ccc([N+](=O)[O-])cc2)n1,4.0,1.6,4.7,-1.7,1067,i,-5,i,62,2%,1.3%,2,693,-0.0029,-0.3,0.28,0.15,-0.85,1194
CCCCCC(=O)Nc1ccc2ccccc2c1,4.0,1.6,6.9,-1.1,1004,i,2,i,41,31%,-0.7%,-4,675,0.9,-0.19,0.58,-0.71,-0.1,1379
C=CCN(CC(=O)NCC1CCCO1)C(=O)CCC(=O)Nc1cc(C)on1 (stereo unspecified),2.9,1.0,2.5,-4.9,1454,i,-6,i,42,-6%,1.7%,nt,nt,0.26,-0.072,0.31,-0.02,-0.1,1297
CCNc1nc(SC(C(C)=O)C(C)=O)nc(N(C)C)n1,2.5,1.4,5.7,nt,nt,i,-8,i,16,4%,-2.0%,5,674,0.11,-0.23,0.078,1,0.42,1189
CNc1ccccc1C(C)(C)c1cc(-c2ccco2)n[nH]1,4.0,3.1,9.5,-2.4,889,i,14,i,10,8%,-0.6%,nt,nt,-0.56,-0.03,-0.059,0.01,-0.68,1338
CC(NC(=O)C12CC3(C)CC(C)(CC(C)(C3)C1)C2)C(=O)O (stereo unspecified),3.8,0.8,7.0,0.4,1507,i,14,i,64,-9%,-0.6%,1,720,-0.7,-0.24,-0.23,0.59,0.27,1379
O=C(c1cc(-c2ccc(Cl)cc2Cl)on1)N1CCN(C(=O)c2ccco2)CC1,2.8,3.4,3.6,-2.9,1406,i,4,i,58,-15%,-1.3%,nt,nt,1,-0.011,1,-0.72,0.71,1193
CCn1c(SCC(=O)Nc2ccc(NC(C)=O)cc2)nnc1C1CC1,4.6,2.9,7.8,-8.1,1093,i,14,i,40,14%,-0.3%,nt,nt,-0.54,-0.28,0.022,0.07,0.63,1286
Cc1ccc(NCc2nnc(SCC(=O)Nc3ncc(C)s3)n2Cc2ccco2)c(C)c1,2.8,2.5,3.7,-2.6,1024,i,21,i,15,-13%,1.0%,nt,nt,0.083,-0.22,0.63,-0.36,-0.21,1159
C(=Nc1cccc2c(N=Cc3ccco3)cccc12)c1ccco1,6.8,1.1,4.4,-2.5,1110,i,20,i,17,29%,-1.8%,21,698,-0.59,-0.045,-0.4,0.33,0.42,1563
CCCOc1ccc(N2CC(C(=O)Nc3ccccc3F)CC2=O)cc1 (stereo unspecified),3.1,1.6,4.7,-3.2,956,i,-10,i,50,2%,-2.1%,nt,nt,-0.35,-0.22,-0.038,0.018,0.38,1267
N#C/C(=C/c1ccc(N2CCCCC2)o1)c1cccc(F)c1,1.7,1.2,7.5,2.3,1005,?,nt,i,59,-5%,6.8%,32,773,-4.3,6.4,-1.4,-0.24,nt,nt
O=C(CN1C(=O)c2ccccc2C1=O)NCC1COc2ccccc2O1 (stereo unspecified),5.7,1.7,3.7,nt,nt,i,-7,i,36,-6%,nt,-27,666,2.8,0.25,3,-3.3,-0.07,1298
c1ccc(CNc2nc(NCc3ccccc3)c3ccccc3n2)cc1,nt,nt,nt,10,689,nt,nt,i,10,?,nt,-16,679,-4.5,1.5,-1.7,-4.9,-2.3,678
O=C(Nc1nccs1)c1cc(S(=O)(=O)N2CCOCC2)c(Cl)cc1Cl,2.5,1.5,10,-0.5,1394,i,-1,i,17,-1%,-0.8%,nt,nt,-0.61,-0.026,-0.22,-0.45,-0.22,1514
CCOc1ccccc1-n1c(SCC(=O)NCc2ccco2)nnc1-c1ccncc1,3.3,1.8,3.4,nt,nt,i,-6,i,38,-2%,-2.2%,7,731,-0.11,-0.2,-0.79,1.2,-0.94,1182
CCN1CCN(c2nc3ccccc3n3cnnc23)CC1,nt,nt,nt,0.0,1330,nt,nt,i,42,-6%,nt,37,708,0.89,-0.092,1.1,-2,-0.29,958
Cc1ccc(C)c(NC(=O)C2CC(Cl)=CCC2C(=O)O)c1 (stereo unspecified),3.8,2.5,1.8,nt,nt,i,-2,i,35,3%,nt,-13,647,1.2,-0.25,0.49,0.097,1.2,1464
COc1ccc(C2NC(=S)NC3=C2CCc2ccccc23)cc1OC (stereo unspecified),3.2,3.4,5.1,-0.5,987,i,-37,i,43,-8%,-2.0%,15,573,-0.64,-0.25,-0.58,0.43,-0.55,1337
O=C(O)CCC(=O)Nc1nc2ccc([N+](=O)[O-])cc2s1,2.3,0.7,2.6,1.3,1038,i,12,i,44,1%,-0.2%,13,723,-0.38,-0.24,-0.52,1.3,-0.09,1220
COc1cccc(OCc2cc(/C=N/NC(=O)c3ccn[nH]3)ccc2OC)c1,19,8.5,40,1.2,1373,i,5,i,34,-3%,-1.6%,nt,nt,0.52,-0.2,0.78,0.76,0.08,1523
Cc1cc(Sc2nc(N(C)C)nc(N(C)C)n2)nc(Cl)n1,7.1,1.5,9.1,0.3,1493,i,34,i,53,5%,-1.8%,0,703,-0.49,0.07,-0.47,1.8,-0.33,1353
COc1cc(S(=O)(=O)N2CCCCCC2)ccc1-n1cnnn1,2.4,3.3,6.1,-8.9,1184,i,-2,i,64,-6%,-2.4%,-1,747,0.078,-0.26,0.062,0.1,nt,nt
CN(C(=O)c1ccccc1C(=O)OCC(=O)NCc1cccs1)C1CCCCC1,1.0,1.4,4.4,-0.1,1103,i,-1,i,48,6%,-1.2%,-35,668,-0.21,-0.32,0.00061,0.43,-0.13,1241
CN(C)CCNc1oc(/C=C/c2ccccc2)nc1C#N,6.9,1.7,3.7,-1.4,1047,i,-5,i,43,0%,-0.2%,-7,652,-0.62,-0.19,-0.24,-0.002,0.21,1657
COCCNC(=O)c1ccc(C(=O)C(=O)c2ccccc2)cc1,2.5,2.4,5.9,0.0,996,i,3,i,45,-1%,-1.0%,0,636,-0.16,0.35,-0.15,0.14,0.39,1354
CCc1ccc(CN(C)CC(=O)Nc2ccccc2[N+](=O)[O-])cc1,7.8,1.8,11,-0.5,1191,i,-18,i,18,-3%,-2.4%,-4,652,-0.5,-0.23,-0.21,0.21,-0.36,1487
C/C(=N/NC(=O)OC(C)(C)C)c1ccco1,2.6,1.9,4.0,-1.6,1087,i,1,i,44,1%,-3.2%,18,598,1.2,-0.23,0.97,-1.4,0,1535
COc1ccc(NC(=O)C23CC4CC(C2)CC(n2cnc(Br)n2)(C4)C3)cc1OC,1.9,1.7,4.6,-3.7,929,i,-27,i,42,-3%,-0.2%,nt,nt,1.9,-0.17,1.2,-0.89,-0.4,1600
COc1ccc(N(C(=O)c2ccccc2OC(C)=O)C(C)C2CC2)cc1 (stereo unspecified),1.5,0.9,6.2,0.5,1002,i,-13,i,44,-1%,0.0%,-1,689,-0.51,1.1,0.02,0.9,0.08,1735
Oc1ccccc1-n1c(-c2ccccc2)ccc1-c1ccccc1,nt,nt,nt,-0.5,1328,nt,nt,i,64,1%,nt,13,731,-0.5,-0.76,-0.089,-0.15,0.73,897
COC(=O)[C@@]1(Cc2ccc(OC)cc2)[C@H]2c3cc(C(=O)N4CCCC4)n(Cc4ccc(OC)c(OC)c4)c3C[C@H]2CN1C(=O)c1ccccc1,6.1,3.1,5.8,nt,nt,i,17,nt,nt,1%,1.0%,2,700,0.26,-0.28,0.42,0.4,-0.89,1146
CN1CCN(NC(=O)c2cn(-c3ccccc3)nc2-c2ccc(OC(F)F)cc2)CC1,1.5,4.0,8.9,-0.2,1091,i,33,i,8,-4%,-0.4%,10,693,-0.062,-0.38,0.21,0.53,-0.08,1152
CCOc1ccc(-c2nc(CSCC(=O)NCc3ccco3)c(C)o2)cc1,4.6,2.9,11,0.5,1003,i,-15,i,28,2%,-0.4%,-2,725,1.1,0.026,0.92,0.081,1.4,1129

# Screening results deposited in PubChem BioAssay by several laboratories.
